MrgX1 antagonist = blocks BAM8-22 activation of human MrgX1 receptor; AID 588676; MRGX1-HEK293 calcium flux, Fluo-4, BAM8-22 antagonism; hits give low values; B-score at 10 µM; actives 1.3% (n = 310,000);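 active = calcium-response B-score plate-corrected more than 3 library SD below zero, starting fluorescence within 5 deviations, no agonist response on first addition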;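 also: peak minus trough fluorescence over baseline after final BAM8-22 challenge near maximal dose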
Target sequence (Q96LB2 whole entry, looked up): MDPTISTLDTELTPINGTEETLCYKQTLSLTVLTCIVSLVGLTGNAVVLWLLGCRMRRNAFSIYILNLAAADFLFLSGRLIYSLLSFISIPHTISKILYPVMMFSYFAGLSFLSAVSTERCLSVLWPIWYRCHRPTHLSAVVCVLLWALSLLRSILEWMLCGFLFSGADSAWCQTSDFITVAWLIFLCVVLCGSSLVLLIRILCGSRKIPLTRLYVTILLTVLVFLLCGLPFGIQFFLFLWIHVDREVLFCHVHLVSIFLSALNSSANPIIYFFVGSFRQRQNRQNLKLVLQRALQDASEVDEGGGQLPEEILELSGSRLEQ
TRPC4 inh = TRPC4 (mouse) channel inhibition. actives 0.39% (n = 300,000). HEK293 TRPC4beta/mu-opioid, DAMGO-evoked Fluo4 calcium flux; hits give low values. B-score at 10 µM;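 active = B-score over 3 SD under the library average, no early fluorescence shift, positive overall ratio signal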
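Assay system: TRPC4beta/mu-opioid receptor HEK293 cell line; compound dosing: single concentration per test compound; detection: Fluo4 Ca2+ flux fluorescence; evaluation: per-well B score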
MrgX1 allo act = allosterically activates human MrgX1 receptor signaling. MrgX1-HEK293, Fluo-4 calcium flux, FDSS; hits give high values. B-score at 10 µM. Q96LB2. actives 0.63% (n = 310,000);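 active = plate-corrected calcium response at least 3 library SD above typical, normal starting fluorescence, not activating the receptor alone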;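 also: compound read alongside a low EC10 to EC30 dose of BAM8-22 agonist; peak minus trough fluorescence over baseline measured at the second addition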
TRPC6 act = activates the mouse TRPC6 cation channel. AID 2550. HEK293-TRPC6 membrane potential dye fluorescence; hits give high values. B-score at 10 µM. actives 0.13% (n = 310,000). Q61143;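 active = B-score of the integrated fluorescence ratio above library mean plus 3 SD, and starting fluorescence ratio within library mean plus 5 SD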;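 also: higher score means more depolarization so channel activation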
RGS4 block = human RGS4 inhibition; HEK293 M3R/RGS4 inducible, Fluo-4 calcium flux; hits give high values; triggered by carbachol at its EC20; B-score at 10 µM; actives 0.45% (n = 310,000); AID 463165;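 active = B-score, a plate-corrected calcium signal, over three deviations above library mean, with baseline fluorescence within five deviations of library mean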;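 also: RGS4 expression induced by doxycycline in cells with stable M3 receptor; B-score is computed from the integrated fluorescence ratio over baseline after carbachol; higher B-score means a larger calcium signal and so more RGS4 inhibition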
Target sequence (P49798 whole entry, looked up): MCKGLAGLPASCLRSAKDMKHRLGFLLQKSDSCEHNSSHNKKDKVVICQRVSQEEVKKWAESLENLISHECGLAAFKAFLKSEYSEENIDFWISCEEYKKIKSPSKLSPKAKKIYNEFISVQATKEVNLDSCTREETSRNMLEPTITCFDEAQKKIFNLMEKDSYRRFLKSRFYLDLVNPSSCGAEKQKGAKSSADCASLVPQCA
TRPC4 potent = allosteric potentiators of mouse TRPC4 channel | Q9QUQ5 | HEK293 TRPC4beta/mu-opioid, DAMGO EC20, Fluo-4 Ca2+ flux; hits give high values | B-score at 10 µM | actives 0.42% (n = 310,000) | AID 2227;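 active = B-score of calcium response area above 5 SD of library B-scores, with initial fluorescence ratio within 5 SD of library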;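 also: B-score of integrated fluorescence ratio over time as area under calcium response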
ANO1 block = blocks the mouse calcium-activated chloride channel TMEM16A; HEK293 TMEM16A/YFP iodide influx fluorescence, ionomycin; normalized B-score (activity score, 25-100; higher = stronger inhibition) at 10 µM; actives 1.2% (n = 310,000);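 active = ratio plate-corrected score three or more library SD toward inhibition, starting fluorescence score within five deviations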;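 also: score derived from kinetic fluorescence span divided by baseline fluorescence per well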
TRPC4 agonist = activators of mouse TRPC4 channel; Q9QUQ5; HEK293 TRPC4beta/mu-opioid, Fluo4 calcium fluorescence; hits give high values; B-score at 10 µM; actives 0.49% (n = 310,000);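 active = B-score above 5 SD of library B-scores, and initial fluorescence ratio not above library mean plus 5 SD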;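 also: positive B-score marks a calcium rise read as TRPC4 activation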
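Assay system: HEK293 stable line with TRPC4beta plus mu-opioid receptor. Times: dye 45 min RT, read 110 s. Measured by: kinetic Fluo4 calcium fluorescence. Measure: B score of integrated ratio. Controls: assay buffer as low control, maximal DAMGO as high control.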
TRPC6 inhibitor = mouse TRPC6 channel inhibition | Q61143 | B-score at 10 µM | HEK293-TRPC6, membrane potential dye, ACh-evoked depolarization; hits give low values | actives 1.1% (n = 310,000) | AID 2553;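 active = B-score under library mean minus 3 SD, initial fluorescence not abnormally high, positive integrated signal ratio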;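 also: B-score derived from integrated fluorescence ratio over the kinetic read; more negative B-score means stronger inhibition of depolarization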
MrgX1 agonist = agonists of human MrgX1 receptor. Q96LB2. MrgX1-HEK293 cells, Fluo-4 calcium fluorescence, agonist mode; hits give high values. B-score at 10 µM. actives 0.44% (n = 310,000). AID 588627;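 active = calcium response B-score plate-corrected fluorescence ratio at least 3 library SD, with starting fluorescence B-score inside 5 SD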
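Material: MrgX1-expressing HEK293 cells; input: 15,000 cells per well; doses: test compound given as first of three sequential additions; schedule: overnight plating before 1 h dye loading; technique: Fluo-4 NW calcium-flux fluorescence, kinetic read; evaluation: baseline-normalised fluorescence change ratio, B-scored; control set: plate-wise positive and negative controls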
ANO1 activ = activators or potentiators of mouse TMEM16A chloride channel | actives 0.3% (n = 340,000) | Q8BHY3 | HEK293 TMEM16A/YFP-H148Q/I152L, iodide quench fluorescence; hits give low values | AID 623877 | B-score at 10 µM;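 active = fluorescence-ratio B-score plate-corrected deviation score at least 3 library SD below zero, with starting fluorescence score within 5 deviations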;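 also: channel opened by trigger with iodide after compound preincubation; score built on the fluorescence ratio of max minus min over baseline; more negative score means more quench and so TMEM16A activation or potentiation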
Starred values were filed as active, the others as inactive; i = inactive; . = not tested or not shown. Rows were taken by chance (roughly 5.8% active in at least one column).

SMILES | MrgX1 antagonist | TRPC4 inh | MrgX1 allo act | TRPC6 act | RGS4 block | TRPC4 potent | ANO1 block | TRPC4 agonist | TRPC6 inhibitor | MrgX1 agonist | ANO1 activ
N#CCCn1c(SCC(=O)c2c[nH]c3ccccc23)nc2ccccc21 | i | i | i | i | i | i | i | i | i | i | i
O=C(CSc1nnc(-c2ccc(C(F)(F)F)cn2)o1)Nc1ccccc1Cl | i | i | i | i | i | i | i | i | i | i | i
Fc1ccc(-c2nnc(-c3ccc(Cl)cc3Cl)o2)cc1 | i | i | i | i | i | i | i | i | i | i | i
CC(=O)N1CCOc2ccc(S(=O)(=O)NCc3ccc(Cl)cc3)cc21 | i | i | i | i | i | i | i | i | i | i | i
Nn1c(SCc2ccc(F)cc2)nnc1-c1ccccn1 | i | i | i | i | i | i | i | i | i | i | i
CC(C)CNS(=O)(=O)c1cc2c3c(c1)CC(=O)N3CCC2 | i | i | i | i | i | i | i | i | i | i | i
O=C(NCCCn1ccnc1)c1nc(Cn2cc([N+](=O)[O-])cn2)no1 | i | i | i | i | i | i | i | i | i | i | i
Cc1cc(C(=O)N2CCCC(N3CCN(c4ccccc4C)CC3)C2)n(C)n1 (stereo not given) | i | i | i | i | i | i | i | i | i | i | i
O=C(Cn1c(=O)c2cccn2c2ccccc21)Nc1cc(F)ccc1F | i | i | i | i | i | i | i | i | i | i | i
COc1cc(C(=O)OCC(=O)NCc2ccc(F)cc2)cc(NC(=O)c2cccs2)c1OC | i | i | i | i | i | i | i | i | i | i | i
COCCCNC(=O)/C(C#N)=C/c1cc(C)[nH]c1C | i | i | i | i | i | i | i | i | i | i | i
CC(=O)C(Sc1ccc2nnc(-c3ccc(C)cc3)n2n1)C(C)=O | i | i | i | i | i | i | i | i | i | i | i
Cc1cc(Cl)ccc1C(=O)C1CCCN(C(=O)c2cnn(C(C)C)c2)C1 (stereo not given) | i | i | i | i | i | i | i | i | i | i | i
CC(=O)c1c(C)oc2c1cc(NS(=O)(=O)c1ccc(C(=O)O)cc1)c1ccccc12 | i | i | i | i | i | i | i | i | i | i | i
COCc1cc(Sc2ccc(Cl)cc2)nc(-c2ccccc2)n1 | i | i | 13.5* | i | i | i | i | i | i | i | i
O=C(NCCc1ccccc1Cl)C1CCC(=O)N(CCCc2ccccc2)C1 (stereo not given) | i | i | i | i | i | i | i | i | i | i | i
CCN1/C(=c2/s/c(=C3/C(=O)N(c4ccccc4)N=C3C)n(CC)c2=O)C=Cc2ccccc21 | i | i | i | i | i | i | i | i | i | i | i
COC(=O)Cn1cc(/C=C/[N+](=O)[O-])c2ccccc21 | i | i | i | i | 14.7* | i | i | i | i | 31.6* | i
CCOCCn1c(SCc2ccccc2)nc2c1c(=O)[nH]c(=O)n2C | i | i | i | i | i | i | i | i | i | i | i
Cc1nnc(SCC(=O)N2N=C(c3ccc(Cl)cc3)CC2c2ccco2)[nH]c1=O (stereo not given) | i | i | i | i | i | i | i | i | i | i | i
Cc1[nH]nc(SCC(=O)Nc2cccc(O)c2)c1[N+](=O)[O-] | i | i | i | i | i | i | i | i | i | i | i
COc1cc(S(=O)(=O)NC2CCCC2)c(OC)cc1C | i | i | i | i | i | i | i | i | i | i | i
COCCCN1C(=O)c2ccc(C(=O)NCc3ccccn3)cc2C1=O | i | i | i | i | i | i | i | i | i | i | i
COc1cc(S(=O)(=O)NC2CCCCC2)ccc1F | i | i | i | i | i | i | i | i | i | i | i
CC(=O)Nc1ccccc1OCC(=O)NC(C)c1ccc(F)cc1 (stereo not given) | i | i | i | i | i | i | i | i | i | i | i
CCCCN(CC)C(=O)Cn1ncc2c3ccccc3n(CCC)c2c1=O | i | i | i | i | i | i | i | i | i | i | i
O=C(NNC1CC(=O)N(c2ccc(Cl)cc2)C1=O)c1ccco1 (stereo not given) | i | i | i | i | i | i | i | i | i | i | i
COc1cc(CN(C)Cc2cccc3ccccc23)cc([N+](=O)[O-])c1O | i | i | i | i | i | i | i | i | i | i | i
Cc1ccc(OCCC(=O)OCC(=O)N2CCN(S(=O)(=O)c3ccc(Cl)cc3)CC2)cc1 | i | i | i | i | i | i | i | i | i | i | i
O=C(CSc1nnc(Cc2cccs2)n1C1CCCCC1)N1CCN(C(=O)c2ccco2)CC1 | i | i | i | i | i | i | i | i | i | i | i
CCOC(=O)C1=C(CC)OC(N)=C(C#N)C1c1ccc(NC(C)=O)cc1 (stereo not given) | i | i | i | i | i | i | i | i | i | i | i
N#Cc1ccc(CN2CCN(C(=O)Cn3nc(C(N)=O)c4ccccc4c3=O)CC2)cc1 | i | i | i | i | i | i | i | i | i | i | i
CSc1cccc(NC(=S)N2CCC(N(C)C3CCCCC3)CC2)c1 | i | i | i | i | i | i | i | i | i | i | i
Nc1c(C(=O)c2ccccc2)oc2ccccc12 | i | i | i | i | i | i | i | i | i | i | i
Nc1nc2nc(-c3ccc(OCc4ccccc4)cc3)cc(C(F)(F)F)n2n1 | i | i | i | i | i | i | i | i | i | i | i
O=C(O)c1ccccc1NS(=O)(=O)c1cccc(-n2sc3ccccc3c2=O)c1 | -6.27* | i | i | i | i | i | i | i | i | i | i
CCn1cc(-c2n[nH]c(=S)n2-c2ccc(C)cc2Br)c(=O)c2ccc(C)nc21 | i | i | i | i | i | i | i | i | i | i | i
C=CCNC(=O)c1oc2ccc(S(=O)(=O)N(CC)CC)cc2c1C | i | i | i | i | i | i | 25* | i | i | i | i
CCN(CC)C(=O)C1CCN(S(=O)(=O)c2ccc3c(c2)CCCN3C(=O)C2CCC2)CC1 | i | i | i | i | i | i | i | i | i | i | i
C=C1CCN([C@@H](Cc2ccccc2)C(=O)O)S(=O)(=O)c2ccccc21 | i | . | i | i | i | i | i | i | i | i | i
CCOc1cc2c(cc1OCC)C(C(=O)O)C(c1ccc(OC)c(O)c1)N(C)C2=O (stereo not given) | i | i | i | i | i | i | i | i | i | i | i
COc1ccc2c(c1)sc(=N)n2C | i | i | i | i | i | i | i | i | i | i | i
FC(F)(F)c1ccc(NC(=S)NC2CCCCC2)cc1 | i | i | i | i | i | i | i | i | i | i | i
NC(=O)N/N=C/C=C/c1ccc(F)cc1 | i | i | i | i | i | i | i | i | i | i | i
COc1ccc(CNC(=O)c2cc(=O)c3ccccc3o2)cc1 | i | i | i | i | i | i | i | i | i | i | i
CCN(CC)CCOCCOC(=O)C1(c2ccccc2)CCCC1 | i | i | i | i | i | i | i | i | i | i | i
CCOC(=O)[C@H]1[C@H]2COc3ccc(C)cc3[C@@H]2N2C(=O)c3cc(F)c(F)cc3NC(=O)[C@@]12C | i | . | i | . | . | . | i | . | . | i | i
COc1ccc(N(CC(=O)N2CCc3ccccc3C2)S(C)(=O)=O)cc1Cl | i | i | i | i | i | i | i | i | i | i | i
O=C(CNC(=O)C1CCCCC1)Nc1ccc(Cl)cc1 | i | i | i | i | i | i | i | i | i | i | i
COc1ccc(N2CC(C)Cn3c2nc2c3c(=O)n(CCN3CCOCC3)c(=O)n2C)cc1 (stereo not given) | i | i | i | i | i | i | i | i | i | i | i
O=C(CSc1ccc(Cl)cc1)NNC(=O)c1ccco1 | i | i | i | i | i | i | i | i | i | i | i
CCOC(=O)c1ccc(N=C2SC(C(=O)NC)CC(=O)N2Cc2ccc(F)cc2)cc1 (stereo not given) | i | i | i | i | i | i | i | i | i | i | i
COc1ccc(C(=O)NNC(=O)CSc2nnc(-c3cccnc3)o2)cc1 | i | i | i | i | i | i | i | i | i | i | i
CC1=C(C(=O)OCc2ccccc2)C(c2cccs2)NC(=O)N1CCCC(=O)O (stereo not given) | i | i | i | i | i | i | i | i | i | i | i
COc1ccc(NC(=O)COc2ccc(Br)cc2)c(OC)c1 | i | i | i | i | i | i | i | i | i | i | i
Cc1cccc(-c2nc(NCCCN(C)C)c3ccccc3n2)c1 | i | i | i | i | i | i | i | i | -7.86* | i | i
COCCCn1c(Cc2csc(Nc3cccc(Cl)c3)n2)nnc1SCC(=O)OC | i | i | i | i | i | i | i | i | i | i | i
CCN(CC)c1nc2n(c(=O)n1)CCO2 | i | i | i | i | i | i | i | i | i | i | i
CCOCc1c(C(=O)OCC(=O)Nc2ccc(C)c(S(=O)(=O)N(C)C)c2)oc2ccccc12 | i | i | i | i | i | i | i | i | i | i | i
CCOC(=O)c1c(Cc2cccc(Cl)c2)c[nH]c1C | i | i | i | i | i | i | i | i | i | i | i

More structures.
SMILES | MrgX1 antagonist | TRPC4 inh | MrgX1 allo act | TRPC6 act | RGS4 block | TRPC4 potent | ANO1 block | TRPC4 agonist | TRPC6 inhibitor | MrgX1 agonist | ANO1 activ
COc1ccc(CC(=S)N2CCOCC2)cc1OC | i | i | i | i | i | i | i | i | i | i | i
Cc1nn(C)c(C)c1S(=O)(=O)N1CCC(CO)(CC2CCCCO2)CC1 (stereo not given) | i | i | i | i | i | i | i | i | i | i | i
COc1cc(CC(=O)OCC(=O)N2CCCCC2C)cc(OC)c1OC (stereo not given) | i | i | i | i | i | i | i | i | i | i | i
Cc1ccc(N(CC(=O)Nc2ccc3c(c2)OCCO3)S(=O)(=O)c2c(C)noc2C)cc1 | i | i | i | i | i | i | i | i | i | i | i
CCN(CC)C(=O)Cn1cc(C(=O)C(=O)NCCc2c[nH]c3ccccc23)c2ccccc21 | i | i | i | i | i | i | i | i | i | i | i
O=C(NCc1ccccc1)N1CCN(c2ccc(Cl)c(Cl)c2)CC1 | i | i | i | i | i | i | i | i | i | i | i
CCCCCCCCOC(=O)CCn1[nH]c(=O)c2ccccc2c1=O | i | i | i | i | i | i | i | i | i | i | i
Cc1cc(=O)[nH]c(SCC(=O)NCCOc2ccccc2)n1 | i | i | i | i | i | i | i | i | i | i | i
O=C(Nc1nnc(C2=COCCO2)o1)c1cccc([N+](=O)[O-])c1 | i | i | i | i | i | i | i | i | i | i | i

Whole records, quoted from the list. Order of screens: MrgX1 antagonist, TRPC4 inh, MrgX1 allo act, TRPC6 act, RGS4 block, TRPC4 potent, ANO1 block, TRPC4 agonist, TRPC6 inhibitor, MrgX1 agonist, ANO1 activ
O=C(NCCCn1ccnc1)c1nc(Cn2cc([N+](=O)[O-])cn2)no1 reads i, i, i, i, i, i, i, i, i, i, i
O=C(O)c1ccccc1NS(=O)(=O)c1cccc(-n2sc3ccccc3c2=O)c1 reads -6.27*, i, i, i, i, i, i, i, i, i, i
